ELG1 genotox: inducers of genotoxicity in HEK293T ELG1-luciferase cells; HEK293T ELG1-luciferase reporter, luminescence, 16 h; Potency, µM (titrated, usually from 46 µM), for inactives: at the highest dose activity change, positive = activation, most hits filed as activators; 330,000 tested, 1.3% active; also: % of control where 0% means no effect; nearly all actives have a fitted effect of over 60% in size
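Quantitative HTS format in 1536-well plates. HEK293T ELG1-luciferase reporter cells receive test compound and are incubated 16 hr at 37 °C, 5% CO2; ONE-Glo added, 30 min room temperature, then luminescence read.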
BRCA1 expr up: increases BRCA1 expression; MCF7-BRCA1-FFLuc reporter, luminescence, 48 h; response scale: scaled: vehicle 0%, 10 µM genistein 100%; Potency, µM (series often up to 46.1 µM), for the others: at the top dose activation, most hits filed as activators; 380,000 tested, 1.1% active; AID 624202; also: nearly all actives have a fitted effect of over 80% in size; some results filed as inactive show a strong effect at the top dose
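Using MCF7 cells harboring a BRCA1 firefly luciferase reporter, plated 2 h before compound pinning, the screen measured luminescence after 48 h incubation. Responses were normalized to DMSO and 10 microM genistein, then fitted for concentration-effect.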
NPC1 prom act: activates the NPC1 promoter. Huh7 NPC1 promoter luciferase reporter, 24 h. Potency, µM (doses to about 9.22 µM), for inactives: at the highest dose activation, hits mostly activators. 320,000 tested, 2.4% active. AID 485313;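 also: % of control where 0% means no effect; nearly all actives have a fitted effect of over 60% in size; reporter is driven by a mutant NPC1 promoter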
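NPC1 promoter–luciferase Huh7 cells; 24 h compound; luminescence.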
RORgamma inh: blocks mouse ROR gamma transcriptional activity. P51450. Drosophila S2 Gal4-RORgamma UAS-luciferase reporter, 20 h. Potency, µM (series often up to 53.6 µM), without a hit: top-dose activity change, negative = inhibition, usual class: inhibitors. 310,000 tested, 5.4% active. AID 2551; also: % is scaled to controls: 0 for no effect and ±100 for the full control effect; nearly all actives have a fitted effect of over 60% in size
Target sequence (P51450 whole entry, looked up, the tested form may be a part): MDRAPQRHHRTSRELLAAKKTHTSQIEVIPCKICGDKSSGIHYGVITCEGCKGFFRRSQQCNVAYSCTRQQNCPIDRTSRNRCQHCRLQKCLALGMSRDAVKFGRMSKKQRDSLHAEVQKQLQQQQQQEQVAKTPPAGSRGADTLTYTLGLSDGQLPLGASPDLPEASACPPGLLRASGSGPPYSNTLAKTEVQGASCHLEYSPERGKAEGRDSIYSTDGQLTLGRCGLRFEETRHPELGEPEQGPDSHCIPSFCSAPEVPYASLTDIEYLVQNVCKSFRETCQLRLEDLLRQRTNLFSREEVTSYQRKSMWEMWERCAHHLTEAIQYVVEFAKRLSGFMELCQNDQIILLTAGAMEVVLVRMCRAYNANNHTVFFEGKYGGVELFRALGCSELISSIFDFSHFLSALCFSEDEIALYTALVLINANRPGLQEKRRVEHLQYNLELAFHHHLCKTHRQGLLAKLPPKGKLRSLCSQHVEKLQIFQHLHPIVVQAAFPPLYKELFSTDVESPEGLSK
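A Gal4/UAS one-hybrid system in insect cells: metallothionein-promoter Gal4–ROR gamma fusion plus Photinus luciferase reporter. Copper sulfate 700 uM final, 20 hr ambient incubation, luminescent detection after 10 min with reagent.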
MBNL1-CUG inh: blocks human MBNL1 binding to CUG repeat RNA; TR-FRET MBNL1-His/biotin-(CUG)12 binding, 665/545 ratio; Q9NR56; Potency, µM (doses to about 57.5 µM), for inactives: top-dose activity change, negative = inhibition, most hits filed as inhibitors; AID 2675; 280,000 tested, 0.036% active; active = well fitted inhibition curve with a large enough effect in the signal ratio, with a control signal flat, not every such curve was filed as active; inconclusive = small, poorly fitted or top-dose-only effect, or effect the other way, or a change in a side signal; inactive = no such curve, though single readings can be large or run the other way; the % refers to the signal ratio; also: % is scaled to controls: 0 for no effect and ±100 for the full control effect
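His-tagged MBNL1 binding to biotinylated (CUG)12 RNA was measured by TR-FRET using terbium anti-His antibody (0.055 ng/ul final) and streptavidin-XL665 (5 nM final). Compounds were titrated 92 nM to 58 uM; 60 min at room temperature.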
uPA surface inh: blocks generation of uPA at the cell surface. cell surface uPA generation assay, qHTS. Potency, µM (highest dose often 38.3 µM), for inactives: at the top dose activity change, negative = inhibition, usual class: inhibitors. 330,000 tested, 0.31% active; active = well fitted inhibition curve with a large enough effect; inconclusive = small, poorly fitted or top-dose-only effect; inactive = no such curve, though single readings can be large or run the other way; tested in mouse RAW 264.7 cells; also: % is scaled to controls: 0 for no effect and ±100 for the full control effect; nearly all actives have a fitted effect of over 55% in size
p53 reactivation: re-activators of mutant p53; AID 504706; H1299 p53-A138V BP100-luciferase reporter, luminescence, 24 h; 320,000 tested, 0.063% active; Potency, µM (titrated, usually from 92.2 µM), for the others: at the highest dose activity change, positive = activation, hits mostly activators; also: % of control where 0% means no effect; nearly all actives have a fitted effect of over 45% in size
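p53-null H1299 cells stably carrying temperature-sensitive p53-A138V and a BP100-luciferase reporter were pinned with compounds (4-point, 1:5 series) and held 24 hrs at 37 deg C. Luminescence was read 10 min after detection reagent.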
Rab9 prom act: activates the Rab9 promoter; Huh7 Rab9 promoter-luciferase reporter, luminescence, 24 h; Potency, µM (top dose mostly 9.22 µM), without a hit: at the highest dose activation, negative = inhibition, hits mostly activators; 320,000 tested, 2.8% active; also: % of control where 0% means no effect; nearly all actives have a fitted effect of over 60% in size
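Luciferase signal after 10 min detection reagent at ambient indicates Rab9 promoter upregulation; stably transfected Huh7 cells were treated 24 h with compound in DMSO at 37 °C, 5% CO2.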
FLuc counter: counter-screen for miR-21 project: firefly luciferase inhibitors or activators. 360,000 tested, 6.9% active. Potency, µM (highest dose often 57.5 µM), without a hit: top-dose activity change, negative = inhibition, usual class: inhibitors. AID 588342. purified FLuc, Km substrates, luminescence inhibition;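 also: plate controls were vehicle for no effect and reference inhibitor for full effect; nearly all actives have a fitted effect of over 55% in size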
Target sequence (P08659 whole entry, looked up): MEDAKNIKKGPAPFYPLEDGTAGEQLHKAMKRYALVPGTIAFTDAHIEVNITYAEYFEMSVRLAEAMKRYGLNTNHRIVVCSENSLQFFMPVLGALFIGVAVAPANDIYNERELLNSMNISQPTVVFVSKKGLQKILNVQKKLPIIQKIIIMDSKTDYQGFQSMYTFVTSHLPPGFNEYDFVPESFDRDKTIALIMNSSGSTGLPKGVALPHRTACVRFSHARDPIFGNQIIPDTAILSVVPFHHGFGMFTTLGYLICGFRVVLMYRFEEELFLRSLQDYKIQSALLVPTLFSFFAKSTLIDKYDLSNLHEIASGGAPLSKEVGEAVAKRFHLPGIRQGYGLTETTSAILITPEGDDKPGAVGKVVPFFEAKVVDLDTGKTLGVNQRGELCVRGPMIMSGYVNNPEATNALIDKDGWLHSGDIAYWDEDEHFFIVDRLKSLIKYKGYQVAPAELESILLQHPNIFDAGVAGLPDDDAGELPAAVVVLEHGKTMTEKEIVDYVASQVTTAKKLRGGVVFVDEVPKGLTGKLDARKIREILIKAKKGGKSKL
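Purified P. pyralis luciferase, 10 nM final, with Km-level 10 uM D-luciferin and 10 uM ATP in 50 mM Tris acetate pH 7.5, 10 mM Mg acetate, 0.01% Tween-20, 0.05% BSA; 6-point qHTS titration about 60 µM downward; luminescence read.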
VP16 counter: Gal4-VP16 reporter inhibition counter-screen | Drosophila S2 Gal4-VP16 UAS-luciferase, luminescence, 20 h | Potency, µM (top dose mostly 53.6 µM), for inactives: top-dose activity, negative = inhibition, usual class: inhibitors | 310,000 tested, 3.5% active;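 also: Gal4-VP16 expression switched on by copper sulfate through the metallothionein promoter; % is scaled to controls: 0 for no effect and ±100 for the full control effect; nearly all actives have a fitted effect of over 50% in size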
* = called active by the depositor; u = inconclusive; x = no result given; & = joins results of further samples; [ ] = remark or other dose. Unless noted, calls follow the shape of the dose curve; as a rule, active = well fitted curve in the direction sought with a large enough effect; inconclusive = small, poorly fitted or top-dose-only effect, or another doubt; inactive = no such curve, though single readings can be large; an effect the other way counts as inactive or inconclusive. Potency is read from the fitted curve at half-maximal effect.

Screens by letter: A = ELG1 genotox; B = BRCA1 expr up; C = NPC1 prom act; D = RORgamma inh; E = MBNL1-CUG inh; F = uPA surface inh; G = p53 reactivation; H = Rab9 prom act; I = FLuc counter; J = VP16 counter
> CC(=O)N1CCc2cc(Br)cc(S(=O)(=O)N3CCCCC3)c21
  A: 5%; B: 1%; C: -5%; D: -37%; E: -1%; F: -2%; G: -2%; H: -5%; I: 0%; J: 6%
> CCCCN1C(=O)CN(CCc2ccccc2)C(=O)C1c1ccc(OC)cc1 (stereo not given)
  A: 0%; B: 3%; C: 3%; D: 4%; E: -1%; F: x; G: 3%; H: -1%; I: 0%; J: -4%
> COc1cccc(-c2nc(CS(=O)(=O)CC(=O)Nc3ccccc3Br)c(C)o2)c1
  A: -8%; B: -4%; C: -5%; D: -13%; E: 31%[activator]; F: 2%; G: -4%; H: -4%; I: 3%; J: 2%
> CC(=O)NCCn1c(SCC(=O)Nc2ccc(C)cc2)nc2ccccc2c1=O
  A: -3%; B: 23%; C: 1%; D: 9%; E: -2%; F: -1%; G: 0%; H: -9%; I: -2%&0%; J: 5%
> COc1ccc(Oc2ccc(N/C=C3/CCCC3=O)cc2)cc1
  A: 1%; B: -18%; C: -2%; D: u; E: x; F: -4%; G: 0%; H: 13%; I: 0%; J: -1%
> O=C(CN1CCN(c2ccccc2O)CC1)Nc1ccccc1C(=O)NCCc1ccccc1
  A: -4%; B: -15%; C: u; D: x; E: x; F: 12%; G: u; H: u; I: x; J: x
> COc1cc2c3c(c1)c(C1=NC(=S)NC1=O)c(O)n3C(C)(C)C=C2C
  A: 5%; B: -2%; C: -4%; D: -24%; E: 7%; F: x; G: 0%; H: -1%; I: 11%; J: -15%
> CC(C)(C)C1(O)CC(C(F)(F)F)=NN1C(=O)CCCc1ccccc1 (stereo not given)
  A: -4%; B: 4%; C: -7%; D: 14%; E: -7%; F: -5%; G: -1%; H: -3%; I: -10%; J: -16%
> COc1ccc(-c2noc(CCC(=O)N3CCN(c4ccc(Br)cc4)CC3)n2)cc1
  A: 5%; B: 5%; C: x; D: x; E: x; F: 15%; G: 0%; H: x; I: x; J: x
> COc1ccc(OC)c(NC(=O)CSc2nc3ccccc3c(=O)n2CCNC(C)=O)c1
  A: 0%; B: 0%[1.84 µM]; C: -2%; D: u; E: -8%; F: -1%; G: -14%; H: -2%; I: -1%; J: 2%
> COC(=O)c1ccccc1NC1=C/C(=N\S(=O)(=O)c2ccc(C(=O)O)cc2)c2ccccc2C1=O
  A: -13%; B: -92%; C: -29%; D: u; E: u; F: -21%; G: -15%; H: -5%; I: u; J: u
> N#Cc1cccc(NC(=O)CN2C(=O)NC3(CCCCCC3)C2=O)c1
  A: 0%; B: -16%; C: 1%; D: x; E: x; F: -7%; G: -6%; H: 3%; I: 0%; J: x
> CCCOc1c(Cl)cc(/C=N/O)cc1OCC
  A: -11%; B: -25%; C: -3%; D: 0%; E: 1%; F: -3%; G: -5%; H: 0%; I: 4%; J: -24%
> CCOc1ccc(C(=O)NCC(=O)NCC(c2ccc(OC)cc2)N2CCOCC2)cc1OCC (stereo not given)
  A: 1%; B: -5%; C: 0%; D: x; E: x; F: 16%; G: 3%; H: -5%; I: 1%; J: x
> COc1ccc(-c2n[nH]c(C)c2-c2ccc(Cl)cc2)c(O)c1
  A: -6%; B: -34%; C: 2%; D: 4µM*; E: 2%; F: -4%; G: -5%; H: 3%; I: 1%; J: 7.1µM*
> NC(=O)c1nnn(-c2ccc([N+](=O)[O-])cc2)c1-c1ccccc1
  A: 0%; B: 26%; C: 1%; D: -7%; E: u; F: -5%; G: 2%; H: -5%; I: 0%; J: 10%
> Cc1ccc(-n2nc3c(c2NC(=O)c2ccc4c(c2)OCO4)CS(=O)(=O)C3)cc1
  A: 2%; B: 0%; C: -4%; D: 0%; E: -3%; F: -7%; G: -6%; H: -1%; I: -6%; J: 3%
> Cc1cccc(C)c1Nc1c(-c2ccc(N3CCOCC3)cc2)nc2ncccn12
  A: -1%; B: 0%; C: 1%; D: u; E: 31%[activator]; F: -13%; G: -5%; H: 1%; I: -19%; J: 2%
> CCCn1c(=O)c(C(=O)Nc2ccccc2)c(O)c2ccccc21
  A: -7%; B: -17%; C: 12%; D: 0%; E: -6%; F: 1%; G: -7%; H: -1%; I: 4%; J: u
> CCCC(=O)Nc1cc2c(cc1C(C)=O)OCCO2
  A: 1%; B: -15%; C: -1%; D: 14%; E: 1%; F: -1%; G: 7%; H: -6%; I: -1%; J: -3%
> O=S(=O)(c1ccc2ccccc2c1)N1CCCCCC1
  A: -1%; B: 6%; C: 0%; D: 5%; E: 21%; F: 2%; G: -3%; H: 1%; I: -8%; J: 0%
> COc1ccc(-c2cnnc(N/N=C/c3ccc(-c4ccc([N+](=O)[O-])cc4)o3)n2)cc1
  A: -4%; B: -71%; C: -31%[inhibitor]; D: -36%; E: u; F: u; G: -1%; H: -40%[inhibitor]; I: -8%; J: -6%
> O=C1CCC(C(=O)NC2(C(=O)NC3CCCCC3)CCCCC2)N1 (stereo not given)
  A: 0%; B: 0%; C: -1%; D: -1%; E: 1%; F: 7%; G: -5%; H: -2%; I: 3%; J: -1%
> O=C(C1CCCN(S(=O)(=O)c2cccnc2)C1)N1CCN(c2ccccn2)CC1 (stereo not given)
  A: -1%; B: 0%; C: -1%; D: 36%; E: 4%; F: 2%; G: 0%; H: -1%; I: -2%; J: -2%
> CC1(C)Cc2c(sc(NC(=O)C(=O)NCC3CCCO3)c2C(=O)O)CO1 (stereo not given)
  A: 2%; B: -4%; C: 1%; D: -26%; E: 3%; F: 3%; G: 0%; H: -1%; I: -5%; J: 10%
> CCN(CC(=O)Nc1ccc(NC(C)=O)cc1)C(=O)c1ccc(COc2ccccc2)o1
  A: -1%; B: -13%; C: -1%; D: x; E: x; F: 0%; G: -4%; H: 3%; I: 3%; J: x
> Cc1nc(SCC(=O)NC(=O)NCc2ccco2)nc(C)c1C
  A: 3%; B: -2%; C: -1%; D: -3%; E: -3%; F: -1%; G: 3%; H: -3%; I: 0%; J: -3%
> COc1ccc(NC(=S)NC(=O)c2ccccc2Cl)cc1
  A: -11%; B: 13µM*; C: 27%; D: 6.3µM*; E: u; F: -9%; G: 15%; H: u; I: u; J: u
> Cc1ccccc1NCc1nc2ccccc2n1C
  A: 4.1µM*; B: u; C: 1.4µM*; D: x; E: 0%; F: u; G: x; H: 2µM*; I: 4.3µM*; J: x
> O=c1oc(-c2cccc([N+](=O)[O-])c2)nc2ccccc12
  A: 5%; B: 49%; C: 15%; D: 17%[1.91 µM]; E: u; F: -5%; G: x; H: 18%; I: u; J: 6%
> COC(C(=O)N/N=C/c1ccc(OCC(=O)N2CCOCC2)cc1)c1ccccc1 (stereo not given)
  A: 0%; B: 11%; C: -2%; D: 1%; E: 15%; F: 1%; G: 3%; H: 1%; I: u; J: -8%
> S=C(NCCc1ccccc1)N1CCCCC1
  A: u; B: u; C: u; D: u; E: -5%; F: 7%; G: 25%; H: 3.2µM*; I: 17µM*; J: -2%
> CCOC(=O)C1(CC2CCCCO2)CCN(Cc2cc(F)ccc2-n2cccn2)CC1 (stereo not given)
  A: u; B: -14%; C: 0%; D: 15%; E: 6%; F: 1%; G: 6%; H: 9%; I: u; J: 15%
> COc1ccc(OCc2cc(C(=O)N3CCSCC3)no2)c(Cl)c1
  A: u; B: 11µM*; C: 2.8µM*; D: -1%; E: -2%; F: 7%; G: 0%; H: 2.8µM*; I: 11µM*; J: 2%
> Cn1c(=O)c2c(nc(N3CCOCC3)n2CC(=O)C23CC4CC(CC(C4)C2)C3)n(C)c1=O
  A: -3%; B: 4%; C: -1%; D: -11%; E: -15%; F: -3%; G: 3%; H: -4%; I: 0%; J: 5%
> C/C=C/C(=O)OCC(=O)Nc1nc2ccc(C)cc2s1
  A: u; B: u; C: 24%; D: 2%; E: 1%; F: -12%; G: u; H: u; I: 21µM*; J: 5%

Six successive records from above, quoted:
Screens by letter: A = ELG1 genotox; B = BRCA1 expr up; C = NPC1 prom act; D = RORgamma inh; E = MBNL1-CUG inh; F = uPA surface inh; G = p53 reactivation; H = Rab9 prom act; I = FLuc counter; J = VP16 counter
> COC(C(=O)N/N=C/c1ccc(OCC(=O)N2CCOCC2)cc1)c1ccccc1 (stereo not given)
  A: 0%; B: 11%; C: -2%; D: 1%; E: 15%; F: 1%; G: 3%; H: 1%; I: u; J: -8%
> S=C(NCCc1ccccc1)N1CCCCC1
  A: u; B: u; C: u; D: u; E: -5%; F: 7%; G: 25%; H: 3.2µM*; I: 17µM*; J: -2%
> CCOC(=O)C1(CC2CCCCO2)CCN(Cc2cc(F)ccc2-n2cccn2)CC1 (stereo not given)
  A: u; B: -14%; C: 0%; D: 15%; E: 6%; F: 1%; G: 6%; H: 9%; I: u; J: 15%
> COc1ccc(OCc2cc(C(=O)N3CCSCC3)no2)c(Cl)c1
  A: u; B: 11µM*; C: 2.8µM*; D: -1%; E: -2%; F: 7%; G: 0%; H: 2.8µM*; I: 11µM*; J: 2%
> Cn1c(=O)c2c(nc(N3CCOCC3)n2CC(=O)C23CC4CC(CC(C4)C2)C3)n(C)c1=O
  A: -3%; B: 4%; C: -1%; D: -11%; E: -15%; F: -3%; G: 3%; H: -4%; I: 0%; J: 5%
> C/C=C/C(=O)OCC(=O)Nc1nc2ccc(C)cc2s1
  A: u; B: u; C: 24%; D: 2%; E: 1%; F: -12%; G: u; H: u; I: 21µM*; J: 5%

Screening data (PubChem)
